Screens: PubChem BioAssay, Broad Institute
DENV2 CPE rescue = protects cells from dengue virus 2 cytopathic effect. CPE inhibition, % at 9.99 µM. AID 651640. DENV2-infected cells, cytopathic effect rescue, plate reader. 350,000 tested, 1.7% active; in the data active means CPE inhibition above about 20%, passing the limit was not always enough; inconclusive means no clear call, values can overlap the other calls; tested in BHK-21 cells;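 further: 0% = median of neutral control wells and 100% = median of positive control wells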
S100A4 inh HTS = S100A4-myosin IIA interaction inhibition. AID 652163. inhibition, % at 10.7 µM. P26447. S100A4/TAMRA-MyoIIA peptide fluorescence polarization. 360,000 tested, 0.14% active;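 active means mean inhibition of at least 70% across replicates, with every replicate also reaching that level; inconclusive means mean inhibition reaches 70% but some replicates fall short; inactive means mean inhibition below 70%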
Target sequence (P26447 whole entry, looked up): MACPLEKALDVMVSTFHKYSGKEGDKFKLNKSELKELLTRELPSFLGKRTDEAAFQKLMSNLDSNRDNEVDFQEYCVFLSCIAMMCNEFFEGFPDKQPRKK
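Material: S100A4 monomer (human). Medium: Calcium-containing HEPES buffer, pH 7.2. Probe or stimulus: labelled myosin peptide probe, 5 nM. Compound dosing: one concentration per compound. Timing: polarization read 5 min after assay mix addition, stable 5–60 min. Benchmarks: DMSO as neutral control, TFP as positive control.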
ERp5 inh = inhibitors of human ERp5; ERp5 insulin aggregation, absorbance 650 nm, 90 min; AID 651711; Q15084; 350,000 tested, 0.05% active; inhibition, % at 9.99 µM;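 active means mean replicate inhibition above about 25%, with every replicate also reaching it, limit read from the data, passing the limit was not always enough; inconclusive means only one of those two criteria met; inactive means neither criterion met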
Target sequence (Q15084 whole entry, looked up): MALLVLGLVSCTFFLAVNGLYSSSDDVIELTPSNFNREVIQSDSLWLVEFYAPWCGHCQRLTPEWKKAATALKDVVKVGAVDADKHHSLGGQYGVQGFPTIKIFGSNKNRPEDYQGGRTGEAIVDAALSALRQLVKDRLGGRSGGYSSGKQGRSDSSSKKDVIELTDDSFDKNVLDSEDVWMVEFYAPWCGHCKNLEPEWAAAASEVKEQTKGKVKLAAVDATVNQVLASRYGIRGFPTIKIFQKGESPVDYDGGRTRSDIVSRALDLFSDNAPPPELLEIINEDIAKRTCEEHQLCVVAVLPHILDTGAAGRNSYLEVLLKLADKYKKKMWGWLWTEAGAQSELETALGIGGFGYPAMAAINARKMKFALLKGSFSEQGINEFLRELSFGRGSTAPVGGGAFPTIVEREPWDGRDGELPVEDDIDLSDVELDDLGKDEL
PglD inh = PglD (C. jejuni) enzyme inhibition. AID 602405. 360,000 tested, 0.098% active. purified PglD enzyme, DTNB colorimetric CoA detection. inhibition, % at 12.5 µM; in the data active means inhibition above about 16%, passing the limit was not always enough; inconclusive means no clear call, values can overlap the other calls; further: strong numbers were not always called active
E-selectin induc = E-selectin induction on HUVECs | P16581 | HUVEC E-selectin immunofluorescence imaging; normalized: neutral wells 0, TNF-alpha wells 100 | activation, % at 7.58 µM | 260,000 tested, 0.37% active;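 active means mean E-selectin-positive cell signal at least 10% of the positive control, reached in at least 60% of replicates, without over 20% cell loss; inconclusive means no rule given, readout overlaps actives, possibly toxicity-flagged; inactive means the rest, including those meeting only one limit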;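 further: in these data hits start at about 27%; measured in HUVEC primary endothelial cells; signal is the percent of cells scored E-selectin positive by PE staining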
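Test system – human umbilical vein endothelial cells (HUVEC), E-selectin induction · Input – 3,000 HUVEC seeded per well · Buffer or medium – EGM-2, gelatin · Compound dosing – single-point compound dose · Detection – immunofluorescence imaging · Measure – percent E-selectin-positive cells · Controls – TNF-alpha high, DMSO low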
SIRT5 inh = blocks human SIRT5 desuccinylation of peptide. Q9NXA8. Purified SirT5, succinyl-peptide AMC, trypsin-coupled fluorescence. inhibition, % at 15 µM. 330,000 tested, 1.1% active. AID 652115; in the data active means inhibition above about 15%; inconclusive means no clear call, values can overlap the other calls
Target sequence (Q9NXA8 whole entry, looked up): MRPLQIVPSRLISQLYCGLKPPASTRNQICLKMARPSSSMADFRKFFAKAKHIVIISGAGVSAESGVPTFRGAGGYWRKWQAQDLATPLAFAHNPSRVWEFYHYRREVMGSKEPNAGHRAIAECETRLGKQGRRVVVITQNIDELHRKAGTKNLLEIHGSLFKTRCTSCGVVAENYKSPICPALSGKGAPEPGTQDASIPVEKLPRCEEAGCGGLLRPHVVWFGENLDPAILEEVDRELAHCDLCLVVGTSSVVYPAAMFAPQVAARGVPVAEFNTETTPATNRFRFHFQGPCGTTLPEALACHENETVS
Statin myotox sup = suppressors of simvastatin-induced myotoxicity in C2C12 myotubes; rescue of ATP level, % at 7.49 µM; ATP luminescence, 48 h; scaled: DMSO 0, geranylgeraniol control 100; 330,000 tested, 0.78% active;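 active means mean ATP rescue above about 67%, or every replicate alone reaching that limit, limit read from the data, passing the limit was not always enough; inconclusive means no clear call, values can overlap the other calls; inactive means mean under the limit and some replicate under it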;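 further: myotubes were challenged with 10 µM simvastatin during compound exposure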
* marks the source's active call; other numbers are inactive results; ? = inconclusive; . = not tested or not shown; & = joins results of further samples.

canonical_smiles,DENV2 CPE rescue,S100A4 inh HTS,ERp5 inh,PglD inh,E-selectin induc,SIRT5 inh,Statin myotox sup
CCN(CC)c1ccc(C(=O)NNC(=O)CN2C(=O)NC(C)(c3ccccc3)C2=O)cc1 (stereo not drawn),-10.0,1.5,-1.6,-3.8,-0.4,3.4,7.7
COc1cccc(NC(=O)CSc2nc3ncc(Br)cc3[nH]2)c1,6.6,-4.9,3.9,-0.1,3.2,-0.1,2.7
CC(=O)Nc1ccc(NCc2ccc(C)s2)cc1,11.1,22.7,-6.6,-3.5,0.0,-7.0,-1.2
Fc1ccc(Oc2nc(-c3ccccn3)nc3ccccc23)cc1,-8.6,-12.8,1.8,0.8,.,-2.2,.
CCCCCCCc1nc2nc(C)c(Br)c(=O)n2[nH]1,-1.2,-2.0,11.9,1.5,1.3,-7.2,-11.8
COc1ccc(CN(C)C[C@@H]2Oc3c(NS(=O)(=O)c4ccc(C)cc4)cccc3C(=O)N([C@H](C)CO)C[C@H]2C)cc1,-4.0,4.4,-3.0,0.0,-0.1,-1.1,-0.5
COCC(=O)Nc1ccc2c(c1)C(=O)N(C)C[C@@H](OC)[C@H](C)CN(C(=O)c1cccnc1)[C@@H](C)CO2,8.8,2.9,-2.4,-0.4,-0.1,-5.1,-2.0
COc1ccc(NC(=O)N(C)C[C@H]2Oc3c(NC(=O)C4CC4)cccc3C(=O)N([C@H](C)CO)C[C@@H]2C)cc1,0.1,-24.4&0.6,-5.1&-5.3,6.6&-3.9,0.0&0.0,-1.1&-1.0,-15.3&5.2
Cc1[nH]c(=O)[nH]c(=O)c1/C=N/NC(=O)[C@H](C)N,0.3,-2.3,-1.3,-8.5,?,-0.3,5.2
Fc1ccc(-c2nc3c4ccccc4ccn3c2Cc2cccc(Cl)c2)cc1,-18.5,-8.4,-0.1,-1.1,.,-3.2,17.4
CCOc1ccc(C(C(=O)NC2CCCC2)N(Cc2ccccc2)C(=O)c2nsc(Cl)c2Cl)cc1 (stereo not drawn),1.0,2.6,1.3,-4.1,.,-3.4,-18.2
C/C(=N\NC(=O)c1ccc(CN2CCc3ccccc3C2)cc1)c1ccccc1O,0.1,-3.5,4.7,.,.,-1.6,.
CCOC(=O)Cn1c(CN2CCN(C(=O)c3ccco3)CC2)nc2c1c(=O)n(C)c(=O)n2C,-4.5,-0.1,-6.2,3.6,0.0,-4.3,-0.6
CC(C)(C)OC(=O)NOCC(=O)N(Cc1ccccc1)CC(O)COc1ccccc1 (stereo not drawn),?,-11.2,5.3,0.7,-0.1,1.6,18.5
O=C(CCC(=O)c1ccccc1)Nc1ccc(C(=O)O)cc1,-0.8,-12.5,-0.1,-7.9,.,0.9,-3.7

Exported as labelled records: entries from further up.
COc1cccc(NC(=O)CSc2nc3ncc(Br)cc3[nH]2)c1
  DENV2 CPE rescue: 6.6	S100A4 inh HTS: -4.9	ERp5 inh: 3.9	PglD inh: -0.1	E-selectin induc: 3.2	SIRT5 inh: -0.1	Statin myotox sup: 2.7

CC(=O)Nc1ccc(NCc2ccc(C)s2)cc1
  DENV2 CPE rescue: 11.1	S100A4 inh HTS: 22.7	ERp5 inh: -6.6	PglD inh: -3.5	E-selectin induc: 0.0	SIRT5 inh: -7.0	Statin myotox sup: -1.2

Additional compounds:
canonical_smiles,DENV2 CPE rescue,S100A4 inh HTS,ERp5 inh,PglD inh,E-selectin induc,SIRT5 inh,Statin myotox sup
COCC(=O)Nc1ccc2c(c1)OC[C@H](C)N(Cc1ccccc1F)C[C@@H](C)[C@H](OC)CN(C)C2=O,-4.5,-3.1,-8.5,0.5,-0.2,2.0,-4.0
C=CC(=O)N1C/C(=C/c2ccc(F)cc2)C(=O)/C(=C\c2ccc(F)cc2)C1,19.7,-3.4,4.1,.,-0.3,1.6,16.9
CCN(CC(=O)Nc1ccc(NC(C)=O)cc1)C(=O)c1cc2c(s1)CCCC2,6.3,-0.9,-0.6,-0.5,0.5,-3.0,2.3
CN(CC(=O)NC(=O)NC1CCCCC1)CC(=O)Nc1ccc(Cl)cc1,10.0,1.6,8.9,0.8,.,-4.9,5.7
COc1ccc2cc(C(c3nnnn3C3CCCC3)N3CCc4ccccc4C3)c(=O)[nH]c2c1 (stereo not drawn),.,4.4,-17.0,-0.1,.,-0.5,-7.5
COc1ccc(C(=O)C(C)OC(=O)CNC(=O)C2CCCCC2)cc1 (stereo not drawn),1.4,-2.1,-0.2,9.1,-0.5,-4.8,-0.5
CCOC(=O)C(NC(=O)CC)C(O)c1cccc([N+](=O)[O-])c1 (stereo not drawn),0.1,-1.8,-2.7,3.6,.,-1.5,16.1
CCN(C(=O)CSc1nc2nc(C)cc(C)n2n1)C1CCS(=O)(=O)C1 (stereo not drawn),-3.3,16.7,-0.5,-3.9,.,-3.1,-6.3
O=C(Nc1ccc(Br)cn1)c1ccc(COc2c(F)c(F)cc(F)c2F)o1,-10.9,-0.6,0.8,-4.6,.,5.4,3.8
Cn1nc(C(C)(C)C)cc1NC(=O)Nc1ccc(Cl)cc1,-5.6,-24.5,1.0,2.2,.,-3.6,-16.1
C=CCN=C1NC(c2ccc(F)cc2)C(C(=O)OC)=C(C)N1C (stereo not drawn),-10.8,-1.5,4.9,.,-0.1,.,.
S=c1[nH]nc(-c2ccc(Br)cc2)n1-c1ccc(Br)cc1,7.2,-4.3,1.1,-3.7,.,-0.6,25.1
COc1ccc2c(c1)c(/C=C/c1cc[n+](C)cc1)cn2C,1.1,-30.3,6.9,5.2,0.3,6.1,-103.0
CC1CCN(CCCNC(=O)c2ccc(CS(=O)(=O)Cc3ccc(Cl)cc3)o2)CC1,-4.8,-5.7,-7.9,-1.2,6.5,-6.3,-49.6
COc1ccccc1-c1nn(Cc2ccccc2)cc1C(=O)NCC(c1ccco1)N1CCCC1 (stereo not drawn),-0.8,-5.0,4.5,5.2,1.0,-2.6,-3.2

Other structures
canonical_smiles,DENV2 CPE rescue,S100A4 inh HTS,ERp5 inh,PglD inh,E-selectin induc,SIRT5 inh,Statin myotox sup
Cc1ccccc1N1CCN(Cc2nc(Cc3ccccc3F)no2)CC1,?,-3.0,-2.5,3.8,8.0,-15.3,-1.3
COc1ccccc1NS(=O)(=O)c1ccc2[nH]c(=S)oc2c1,?,5.9,-4.3,.,0.6,-3.0,0.4
COc1ccc(-c2ccc3c(c2)[C@H]2[C@H](CCN2C(=O)c2ccc4c(c2)OCO4)[C@H](CO)N3C)cc1,-22.0,5.7,3.1,-1.6,0.4,5.3,32.4
COc1ccc(S(=O)(=O)Nc2cccc3c2O[C@H](CN(C)Cc2ccccc2)[C@H](C)CN([C@H](C)CO)C3=O)cc1,-6.0,3.6,-0.5,1.2,.,0.1,-7.1
CCCC(=O)Nc1ccc2c(c1)C(=O)N(C)C[C@H](OC)[C@H](C)CN(CCC)[C@H](C)CO2,15.6,-5.3,1.2,1.8,0.1,0.7,12.1
CCC(=O)N(C)C[C@@H]1Oc2ncc(C#C[C@@H](C)O)cc2C(=O)N([C@H](C)CO)C[C@H]1C,10.9,-5.5,-3.4,6.6,0.2,-3.1,15.0
Cc1ccc(NC(=O)C2CCCN(C(=O)c3ccc(Cl)cc3)C2)cc1 (stereo not drawn),4.1,0.4,0.0,.,.,-3.6,.
O=C(N/N=C/c1ccc(-c2ccccc2[N+](=O)[O-])o1)[C@H]1C[C@@H]1c1ccccc1,9.5,3.3,3.8,.,-1.5,3.5,.
CC1CCC2CCCCC2N1C(=O)c1cc([N+](=O)[O-])cc([N+](=O)[O-])c1 (stereo not drawn),0.2,-1.7,0.4,-3.8,0.0,-10.0,-6.1
CCC(C)c1ccccc1NC(=O)c1cccc(-n2cnnn2)c1 (stereo not drawn),-2.2,-9.0,1.3,-0.2,0.0,-4.7,-3.7
COc1ccc(C(=O)OC(C)C(=O)NC(C)CCc2ccccc2)c(OC)c1 (stereo not drawn),-3.0,-2.7,-0.3,-3.6,0.4,-1.3,12.1
Cc1cc(=O)c2ccccc2n1Cc1ccccc1,0.9,-3.8,-1.4,.,.,-2.2,.
CCc1ccccc1NC(=O)CN1CCN(C(=O)CN2C(=O)NC3(CCCCC3C)C2=O)CC1 (stereo not drawn),-3.7,-2.5,-4.0,-0.4,.,-2.9,4.0
COc1ccc(N2C(=O)CC(NNc3ncc(Cl)cc3Cl)C2=O)cc1 (stereo not drawn),.,1.9,2.2,.,1.8,-0.8,.
CS/C(=N\S(=O)(=O)c1cccs1)Nc1ccc(N2CCOCC2)cc1,14.9,-13.5,-0.6,3.6&-3.8,-0.1,2.8,-2.5&-4.6

(continued)
canonical_smiles,DENV2 CPE rescue,S100A4 inh HTS,ERp5 inh,PglD inh,E-selectin induc,SIRT5 inh,Statin myotox sup
C[C@@H]1CN([C@H](C)CO)C(=O)Cc2cc(NC(=O)c3ccncc3)ccc2O[C@@H]1CN(C)C(=O)Nc1ccccc1,?,57.2,4.9,12.9,2.0,-5.5,6.8
CC1CCN(c2ccc(NC(=O)c3cccnc3Cl)cc2)CC1,-2.9,-17.2,3.0,.,6.6,0.0,.
C[C@@H]1CN([C@@H](C)CO)C(=O)c2cc(-c3ccccc3F)cnc2O[C@H]1CN(C)Cc1cccc(F)c1,19.5&-3.3&-3.4,-1.0&7.4&-3.1,-0.6&-57.7&3.1,2.1&0.4&4.3,-0.1&0.0,-14.3&4.8&10.5,6.6&9.4&25.4
CCC(C)c1ccccc1N=Cc1ccc2c(c1)OCO2 (stereo not drawn),-1.3,-1.1,1.6,3.5,0.3,-0.7,2.9
Cc1ccsc1C(=O)N(Cc1nnc(-c2ccccc2Cl)o1)C1CC1,-9.2,-2.7,0.2,5.1,-0.5,2.7,17.1
Cc1nc2c(=O)[nH]c(=S)[nH]c2[nH]c1=O,-5.8,-8.9,-1.9,7.4,0.3,41.4*,-2.7
CCc1nc(=O)c(-c2ccccc2)c(C)n1-c1ccccc1,6.5,14.0,1.7,-4.1,43.3*,0.3,-6.6
COCC(=O)Nc1ccc2c(c1)[C@@H]1C[C@@H](CC(=O)N3CCOCC3)O[C@@H](CO)[C@@H]1O2,-6.4,85.6*,-1.5,4.6,0.0,-3.1,-1.9
COc1ccc(S(=O)(=O)N2CCC(C(=O)NCCC(=O)NC3CC3)CC2)cc1,1.0,-4.7,1.3,-4.4,.,5.8,-2.5
COC(=O)c1ccc(C(=O)OC)c(-n2c(=O)c3ccccc3c3ccccc3c2=O)c1,.,25.2,0.1,1.8,2.3,6.2,.
CC(C)NC(=O)N(C)C[C@H]1Oc2c(NC(=O)c3ccncc3)cccc2C(=O)N([C@@H](C)CO)C[C@H]1C,-5.8,-0.5,1.9,0.2,-0.1,8.5,9.1

A portion of the library (hit frequency here may not be typical).
